# Compound activity deposited in PubChem BioAssay by Icahn School of Medicine at Mount Sinai.
# ROC1-CUL1 inh – blocks human RBX1-Cullin-1 di-ubiquitin formation; actives 0.6% (n = 140,000); inhibition, % at 10 µM; in vitro K48 di-Ub FRET, acceptor:donor ratio, 45 min; P62877+Q13616; in the data active means inhibition above about 25%
# Target sequence (P62877 whole entry, looked up): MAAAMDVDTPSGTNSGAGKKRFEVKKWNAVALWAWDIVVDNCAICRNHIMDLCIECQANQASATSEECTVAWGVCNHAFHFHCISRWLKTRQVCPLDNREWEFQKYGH
# Target sequence (Q13616 whole entry, looked up): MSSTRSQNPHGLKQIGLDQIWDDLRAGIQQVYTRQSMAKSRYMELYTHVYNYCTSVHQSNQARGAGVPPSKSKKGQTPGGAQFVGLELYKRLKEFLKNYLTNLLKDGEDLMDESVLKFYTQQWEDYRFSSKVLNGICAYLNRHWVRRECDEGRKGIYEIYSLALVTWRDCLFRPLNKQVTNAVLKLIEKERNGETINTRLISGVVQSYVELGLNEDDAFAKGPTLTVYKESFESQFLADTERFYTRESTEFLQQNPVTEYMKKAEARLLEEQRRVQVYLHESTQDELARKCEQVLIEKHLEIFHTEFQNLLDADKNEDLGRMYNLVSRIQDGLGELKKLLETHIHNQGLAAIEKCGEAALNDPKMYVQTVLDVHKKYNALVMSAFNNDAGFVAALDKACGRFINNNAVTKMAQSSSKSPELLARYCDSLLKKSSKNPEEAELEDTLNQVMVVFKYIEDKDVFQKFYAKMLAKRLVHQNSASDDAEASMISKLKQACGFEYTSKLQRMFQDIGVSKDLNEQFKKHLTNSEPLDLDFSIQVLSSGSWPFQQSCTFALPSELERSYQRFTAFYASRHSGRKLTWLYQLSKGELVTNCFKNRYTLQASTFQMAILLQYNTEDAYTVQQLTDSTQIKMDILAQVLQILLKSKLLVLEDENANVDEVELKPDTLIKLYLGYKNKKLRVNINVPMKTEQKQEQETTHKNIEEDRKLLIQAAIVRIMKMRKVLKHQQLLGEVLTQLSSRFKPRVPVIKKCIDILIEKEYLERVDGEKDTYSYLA
# Starred values were filed as active, the others as inactive.
SMILES,ROC1-CUL1 inh
CCOCCCNC(=O)Cn1nc(C)n2c(cc3cc(C)ccc32)c1=O,-2.0
COc1cc2c(=O)c(S(=O)(=O)c3ccc(C(C)C)cc3)cn(Cc3ccccc3C)c2cc1OC,3.1
CCOc1ccccc1CNC(=O)C1=C(C)C(=O)OC12CCN(C(C)=O)CC2,3.3
COc1cc(/C=C2/C(=O)NN(c3ccc(C)c(Cl)c3)C2=O)cc(Cl)c1O,18.5
Cc1ccc(C2C3=C(CCCC3=O)OC(=N)C2C#N)o1 (stereo not given),-0.4
COC(=O)c1c(NC(=O)/C(C#N)=C/c2ccc(OC)cc2)sc2c1C(C(=O)OC)CC2 (stereo not given),-3.6
O=C1C(Cc2cccc(Cl)c2)=NC(=S)N1CCCn1ccnc1,12.0
Cc1ccc(-c2ccc(=O)n(CC(=O)Nc3ccc(C)cc3Cl)n2)cc1,0.1
CCOC(=O)c1c(NC(=O)c2cc(-c3ccccc3OC)on2)sc(C)c1C,6.1
FC(F)Sc1ccc(C2=Nn3c(Cc4ccccc4)nnc3SC2)cc1,2.1

# Rewritten tab-delimited: entries from further up.
Molecule	ROC1-CUL1 inh
CCOc1ccccc1CNC(=O)C1=C(C)C(=O)OC12CCN(C(C)=O)CC2	3.3
COc1cc(/C=C2/C(=O)NN(c3ccc(C)c(Cl)c3)C2=O)cc(Cl)c1O	18.5
FC(F)Sc1ccc(C2=Nn3c(Cc4ccccc4)nnc3SC2)cc1	2.1
O=C1C(Cc2cccc(Cl)c2)=NC(=S)N1CCCn1ccnc1	12.0
Cc1ccc(C2C3=C(CCCC3=O)OC(=N)C2C#N)o1 (stereo not given)	-0.4
Cc1ccc(-c2ccc(=O)n(CC(=O)Nc3ccc(C)cc3Cl)n2)cc1	0.1
COc1cc2c(=O)c(S(=O)(=O)c3ccc(C(C)C)cc3)cn(Cc3ccccc3C)c2cc1OC	3.1

# Going on with the list.
SMILES,ROC1-CUL1 inh
COc1ccc(-c2cc(-c3ccccc3)c3c(N)c(C(=O)NNC(=O)c4ccc(C)cc4)sc3n2)cc1,-0.9
Cc1ccc(OCC(=O)c2ccc(Cl)cc2)cc1C,3.1
CC(C)COc1ccc(C(=O)Nc2scc(-c3ccc(Br)cc3)c2C(=O)OC(C)C)cc1,1.0
COc1ccccc1C1CC(=O)N=C(C)C1C(=O)OC1CCCCCC1 (stereo not given),1.7
Cc1cccc(C(=O)Nc2ccc(C)cc2O)c1,-4.4
CC(=O)Nc1ccc(-c2cn3ccccc3n2)cc1,-9.9
Cn1c(C(=O)NCc2ccc(Cl)cc2)cc2c(=O)n(C)c3ccccc3c21,-6.8
CCOC(=O)CC(CC(=O)O)(OC(=O)c1ccccc1)C(=O)Nc1ccccc1 (stereo not given),-0.9
COc1cc(C2c3c(n[nH]c3-c3ccccc3)OC(=N)C2C#N)cc2c1OCO2 (stereo not given),4.1
COc1ccc(-c2noc(N3CCC(C(=O)Nc4ccc(C)c(F)c4)CC3)n2)cc1OC,-0.8
Cc1ncc2c(c1-c1noc(CCc3cc(Cl)no3)n1)CCNC2,6.9
O=C(c1ccccc1F)N(NC(=O)C(O)(c1ccccc1)c1ccccc1)c1ccccc1,-6.8
Cc1ccccc1NC(=O)CC1=NC(C)(C)Cc2ccccc21,-8.7
CCOC(=O)Cn1c(=O)oc2cc(S(=O)(=O)N3CCN(c4ccccc4OC)CC3)ccc21,-0.9
CN1N=C(C(=O)NCc2cccnc2N(C)Cc2ccccc2)CCC1=O,4.4
CCN1C(=O)C(Cc2cn(CC(=O)N3CCCCC3)c3ccc(Br)cc23)=NC1=S,-1.7
O=C(O)C1CCN(c2ccnc3cc(Cl)ccc23)CC1,3.5
NC(=O)CCN1CCN(C(=O)c2cccnc2)CC1,-4.2
CC(NC(=O)C1CCN(C(=O)N2CCOc3ccccc32)CC1)c1ccccc1 (stereo not given),5.0
c1ccc(COc2ccc3c(c2)c2c4n3CCNC4CCC2)cc1 (stereo not given),0.1

# Three compounds out of the list, ordered by molecular weight, smallest number first:
SMILES,ROC1-CUL1 inh
COc1ccc(-c2noc(N3CCC(C(=O)Nc4ccc(C)c(F)c4)CC3)n2)cc1OC,-0.8
COc1cc2c(=O)c(S(=O)(=O)c3ccc(C(C)C)cc3)cn(Cc3ccccc3C)c2cc1OC,3.1
COc1ccc(-c2cc(-c3ccccc3)c3c(N)c(C(=O)NNC(=O)c4ccc(C)cc4)sc3n2)cc1,-0.9

# Next section:
SMILES,ROC1-CUL1 inh
N#Cc1ccc(-n2nnc3ccccc3c2=O)c([N+](=O)[O-])c1,-11.4
O=C1OC(c2cccc(Br)c2)=N/C1=C\c1cccc(OCc2ccccc2)c1,2.2
COc1cc(Cl)c(CN2CCCC(CO)(Cc3ccccc3F)C2)cc1OC (stereo not given),-4.9
CC1CCN(S(=O)(=O)c2nnc(NC(=O)c3cccc(F)c3)s2)CC1,0.7
CCNc1nc(N2CCOCC2)nc(N2CCC(Cc3ccccc3)CC2)n1,6.2
COc1cc(SC)ccc1C(=O)N1CCN(c2ccc(F)cc2)CC1,-1.6
COCc1cn(CC2CCN(C(=O)Nc3ccsc3)CC2)nn1,13.9
N#Cc1nc(-c2ccc(COc3ccc(Cl)cc3)o2)oc1N1CCC(C(N)=O)CC1,4.3
COc1ccc(C(=O)NC(C)(C)C)cc1C,4.5
CCOC(=O)C(NCc1ccccc1)(NC(=O)c1ccc(F)cc1)C(F)(F)F (stereo not given),-2.4
CC1=NN(c2ccccc2)C(=O)/C1=C/c1ccc(OCCCOc2ccccc2)cc1,-9.9
CCOC(=O)CNC(=O)N1CCc2onc(-c3cccc(F)c3)c2C1,-3.0
COc1cc(CCNC(=S)Nc2c(Cl)cncc2Cl)ccc1OC1CCCC1,0.6
COC(=O)c1ccc(C2C(C(=O)c3ccco3)C(=O)C(=O)N2c2nc3ccc(F)cc3s2)cc1 (stereo not given),-12.1
Cn1ccnc1C1CCCCN1C(=O)CC1(c2ccccc2)CC(=O)N(Cc2cccs2)C1=O (stereo not given),10.5
COc1cccc(NC(=O)c2nnn(Cc3cccc(C(F)(F)F)c3)c2N)c1,0.0
CCCCSc1nnc2n(-c3ccccc3C)c(=O)c3c4c(sc3n12)CCCC4,-0.6
CCOCCCNC(=O)C(c1ccc(OC)cc1)N(Cc1ccc2c(c1)OCO2)C(=O)c1ccc(NC(C)=O)cc1 (stereo not given),-0.5
Cc1ccc(Cl)cc1N1CCN(S(=O)(=O)c2ccc(-c3cnc(C4CC4)o3)cc2)CC1,-4.3
COc1ccc(/C=C/C(=O)O)cc1Br,1.1
O=C(CC(SCc1ccco1)c1cccs1)c1ccc(Cl)cc1 (stereo not given),-1.9
O=C1NC(=O)N(c2ccc(F)cc2)C2=NC(c3ccc(Cl)cc3)=NC(C(F)(F)F)(C(F)(F)F)C12 (stereo not given),1.8
COc1ccc(NC(=O)NC2CC(=O)N(CC(C)(C)C)C2)cc1OC (stereo not given),0.6
CCC(=O)Nc1nnc(SCC(=O)Nc2nnc(SCc3cccc(C)c3)s2)s1,-0.2
Cc1cc(NC(=O)C2CCCN(S(=O)(=O)c3cccc4nonc34)C2)ccc1Br (stereo not given),1.3
CCC(CC)C(=O)NCCc1ccccc1,-2.4
CCC(=O)NC(=S)Nc1ccc(NC(=S)NC(=O)c2ccccc2F)cc1,0.1
CCCOC(=O)C1C2C=CC3(CN(c4ccccc4Br)C(=O)C13)O2 (stereo not given),5.4
CCCCOc1ccc(/C=C2\SC(=S)NC2=O)cc1,11.1
CC(=O)Nc1cc(-c2nc3ccccc3s2)ccc1C,2.9
COc1ccc(S(=O)(=O)c2cn(CC(=O)Nc3cc(C)ccc3C)c3ccccc3c2=O)cc1,-2.9
COc1cccc(Cc2nc3ccccc3nc2SCC(=O)Nc2cc(OC)ccc2OC)c1,-9.3
Cc1oc(-c2ccccc2F)nc1CSCC(=O)NCCc1ccccc1,3.3
COc1ccc(F)cc1S(=O)(=O)NCCc1c(C)[nH]c2c(Cl)cccc12,2.5
COc1cc(CC2(CCC(=O)N3CCN(c4cccc(C)n4)CC3)CCC(=O)N2)ccc1F (stereo not given),1.6
Nc1nnc(SCC(=O)N2CCN(Cc3ccccc3)CC2)s1,8.1
O=C(CSc1nc2ccccc2s1)Nc1nc2c(ccc3ccccc32)s1,1.1
COCc1cn(C2CCN(C(=O)NC3CCCC3)CC2)nn1,13.9
O=C(NC(=O)c1ccc(Cl)cc1)Nc1ccccc1OC(F)F,-2.7
CCc1cc2c(N3CCCC3)ncnc2s1,2.0
CCn1cnc2cc(NC(=O)c3cccs3)ccc21,3.9
Cc1cc(NC(=O)C23CC4CC(CC(C4)C2)C3)c2ccccc2n1,0.8
c1ccc(/C(=C(\c2ccccc2)c2ccncc2)c2ccncc2)cc1,-5.5
CNC(=O)c1ccc(CN2CCCC2)cc1,6.3
COC(=O)c1ccc(-c2nc(CN3CCSCC3)c(C)o2)cc1,3.8
CCOc1c(Cl)cc(CNCC2CCNCC2)cc1OC,-2.2
Cc1ccc(NS(=O)(=O)c2c(C(=O)N3CCCCCC3)c(C)n(C)c2C)cc1F,5.5
CCc1ccc(OCC(O)Cn2c(N/N=C/c3cccc([N+](=O)[O-])c3)nc3c2c(=O)[nH]c(=O)n3C)cc1 (stereo not given),-4.9
CCOC(=O)N1CCN(C(=O)C(C)N(c2ccccc2)S(C)(=O)=O)CC1 (stereo not given),0.1
COc1ccccc1CCNC(=O)C(C)Sc1nc(-c2ccccc2)cc(C(F)(F)F)n1 (stereo not given),4.2
# (more compounds)
SMILES,ROC1-CUL1 inh
CC1CCCC(C)N1S(=O)(=O)c1ccc(I)cc1 (stereo not given),-2.4
CCNC(=O)N1CCC(N2CCCC(C(=O)NC3CC3)C2)CC1 (stereo not given),2.4
CS(=O)(=O)N1CCN(C(=O)Nc2ccc(F)cc2)CC1,7.7
Cc1nc(C#N)cn1-c1ccccc1,1.4
Cc1[nH]c2ccccc2c1CCN1C(=O)NC(=O)C2C1=NC(c1ccccc1)=NC2(C(F)(F)F)C(F)(F)F (stereo not given),0.9
COc1ccc(OC2C(=O)N(c3ccc(C)c(C)c3)C2c2ccc(C)cc2)cc1 (stereo not given),5.5
O=C(c1nc2ccc(Cl)cn2c1CN1CCSCC1)N1CCCCCCC1,0.7
CCc1cccc(C)c1NS(=O)(=O)c1ccc(C)cc1,-12.0
Cc1cccc(CN2CCCC(O)(CN3CCc4sccc4C3)C2=O)c1 (stereo not given),0.4
COc1cc(C=Nc2cc(Br)cnc2N)ccc1O,5.3
O=C1NCCN(C2Cc3ccccc3C2)C1CC(=O)N1CCCCO1 (stereo not given),2.5
O=C(c1cn(CC2CCCO2)nn1)N1CCN(C2CCCCC2)C(=O)C1 (stereo not given),2.6
CC(=O)N1CCN(CC(=O)Nc2ccc(Br)cc2)CC1,-12.6
COc1ccccc1Oc1ncccc1CNC(=O)CN1CCCC1=O,10.0
COc1ccccc1CNC(=O)C(Cc1ccccc1)NS(=O)(=O)c1ccc2c(c1)CCN2C(C)=O (stereo not given),-0.6
CCCCC(=O)Nc1nnc(S(=O)(=O)N(C)Cc2ccccc2)s1,-9.9
CCC(CC)CN1CCN(CC(C)C)C(CCO)C1 (stereo not given),-12.9
C=CCN(C)CC/C=C1\c2ccccc2CSc2ccccc21,-3.6
Cc1ccc(S(=O)(=O)N2CCC[C@H]2C(O)(c2ccccc2)c2ccccc2)cc1,-0.1
Cc1ccc2onc(CNC(=O)Nc3ccccc3C#N)c2c1,4.5
COc1ccc(NC(=O)CSc2cn(CC(=O)N3CCOCC3)c3ccccc23)cc1OC,-3.0
O=C(Cc1ccccc1F)N1CCN(c2ccccc2F)CC1,-0.9
CCOC(=O)c1c(Nc2ccc(C)c(C)c2)nnc(-c2ccccc2)c1-c1ccccc1,4.5
COc1ccc(NC(=O)CN2CCN(c3ccccc3F)CC2)c(OC)c1,-0.6
CCOC(=O)C1C(CN(CC)Cc2ccccc2)=NC(=O)NC1c1ccc(OC)cc1 (stereo not given),-3.2
CCC1CCCCN1S(=O)(=O)c1ccc(N2CCCC2=O)cc1 (stereo not given),-12.5
CCCCN1CC(C(=O)Nc2ccc(C(=O)N3CCOCC3)cc2)CC1=O (stereo not given),4.2
COc1cc(NC(=O)Cn2c(=O)oc3cc(S(=O)(=O)N4CCCCCC4)ccc32)cc(OC)c1,-0.4
CCc1nc(Sc2ncccn2)n[nH]1,-6.3
COc1cc(C)c(Cl)cc1S(=O)(=O)NCCN1CCOCC1,7.1
CCOC(=O)C1(Cc2cccc(Cl)c2)CCCN(C(=O)CN2CCCC2=O)C1 (stereo not given),7.0
CCc1ccc(CNc2ccc(S(N)(=O)=O)cc2)cc1,0.7
COc1ccc(-c2n[nH]c(=S)o2)cc1,-3.7
CCOCCOC(=O)C1C(C)=NC2=C(C(=O)CC(c3ccc(OC)c(OC)c3)C2)C1c1ccc(SC)cc1 (stereo not given),-6.1
CCCc1c(C(=O)NCCO)nnn1-c1ccccc1,15.8
COCC(NC(=O)Nc1nnc(-c2ccccc2)s1)c1ccccn1 (stereo not given),2.4
O=c1oc2ccccc2c(N2CCN(c3ccccc3)CC2)c1[N+](=O)[O-],-1.5
O=C(CN1C(=O)S/C(=C/c2ccccc2Cl)C1=O)Nc1ccc(F)cc1,-12.2
COc1cccc(CNC(=O)Cn2cc3c(n2)-c2c(oc(C(=O)N4CCCC4)c2C)CC3)c1,7.4
Cc1ccc(NC(=O)CN2C(=O)S/C(=C\c3cccn3-c3cccc(C(=O)O)c3)C2=O)c(C)c1,72.3*
C=CCn1c(=S)[nH]c2nc3c(cc2c1=O)COC(C)(C)C3,-2.6
Oc1ccccc1-c1n[nH]c(/C=C/c2ccc(Cl)cc2)n1,-1.8
COc1ccc2c(c1)N(S(=O)(=O)c1ccc(F)cc1)C(C)(C)C=C2C,8.3
Cc1ccc(OCC(=O)OCc2cc(=O)n3nc(C4CC4)sc3n2)cc1,1.5
COCCC(=O)NC1CC(=O)N(CCc2ccc(F)cc2)C1 (stereo not given),1.6

# The list is partial; rates above refer to the full screens.
